Peg3 promoter: Peg3 promoter-driven luciferase inhibitors, primary screen, cell-based, HeLa, luciferase luminescence | 360,000 tested, 1.7% active | inhibition, % at 20 µM | HeLa PEG-Prom luciferase reporter, overnight;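 active = inhibition of at least 50% at 20 µM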
iPSC survival up: enhancers of single-cell hiPSC survival, primary screen, ATPlite luminescence. AID 602274, 2012. 360,000 tested, 0.044% active. survival enhancement, % at 20 µM. 100% = ROCK inhibitor wells, 0% = DMSO; in the data active = survival enhancement above about 18%;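 also: cells exposed to compounds for 16 hours before the ATP read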
aDG glyco up: activators of alpha-DG glycosylation, primary screen, uHTS, Pro5-aDG cells, AlphaScreen; alpha-DG glycosylation AlphaScreen (IIH6); 0% Pro5, 100% B10-LARGE cell signal; 360,000 tested, 0.22% active; activation, % at 10 µM;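 active = activation of at least 8% versus controls, or a plate z-score of at least 8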;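 also: Pro5 are CHO cells carrying HIG-tagged alpha-DG that lacks glycosylation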
Vif imaging: HIV Vif self-association inhibitors, primary screen, imaging, HEK293T, single point | HEK293T cells, Vif self-association by quenched fluorescence, 24 h | inhibition, % at 7.49 µM | 340,000 tested, 0.35% active | AID 602346, 2012; in the data active = inhibition above about 50%, passing the limit was not always enough; inconclusive = no clear call, values can overlap the other calls; inactive = below about 31%; also: some results filed as inactive read as strong as hits
NR2E3 ag-1: inhibitors of NR2E3-RetCOR corepressor binding, primary screen, NR2E3 agonist project, biochemical, TR-FRET, GST-NR2E3, biotin-RetCOR; Photoreceptor-specific nuclear receptor (Homo sapiens), Q9Y5X4; 1536-well; inhibition of corepressor binding, % at 4.78 µM; 320,000 tested, 0.12% active; AID 2300, 2010;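 active = percent inhibition above the cutoff of mean plus 3 SD of all tested compounds, set per screening campaign, cut at about 20% in these data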;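 also: 0% = DMSO wells and 100% = biotin wells as full block of FRET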
Target sequence (Q9Y5X4 whole entry, looked up): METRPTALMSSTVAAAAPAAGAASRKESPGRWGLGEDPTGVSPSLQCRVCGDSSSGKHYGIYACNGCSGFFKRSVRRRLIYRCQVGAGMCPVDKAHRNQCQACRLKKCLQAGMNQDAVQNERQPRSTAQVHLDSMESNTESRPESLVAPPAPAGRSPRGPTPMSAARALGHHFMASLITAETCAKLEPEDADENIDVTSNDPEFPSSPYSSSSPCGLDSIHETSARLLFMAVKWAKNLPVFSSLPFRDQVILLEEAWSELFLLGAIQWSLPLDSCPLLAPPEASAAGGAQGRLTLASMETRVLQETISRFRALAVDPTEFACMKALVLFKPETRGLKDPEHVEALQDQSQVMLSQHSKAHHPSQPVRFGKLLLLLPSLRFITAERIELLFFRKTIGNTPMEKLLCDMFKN
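Test system – NR2E3–RetCOR corepressor complex · Quantity – NR2E3 fusion 1.35 nM · Buffer or medium – Tris pH 7.5 · Incubation – Compound–protein incubation for 5 h at 4 °C · Technique – TR-FRET, Eu(K)-anti-GST donor, streptavidin-D2 acceptor, ex 340, em 617/671 nm · Evaluation – percent inhibition of 671/617 nm emission ratio versus biotin and DMSO controls · Plate – 1536-well format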
HIF-2a block: HIF-2a reporter inhibitors, primary screen, luminescence, 786-0 RCC cells | AID 624352, 2012 | 360,000 tested, 0.72% active | 786-0 RCC cells HIF-2a reporter, luciferase luminescence, overnight | inhibition, % at 18.8 µM;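 active = inhibition of the luminescence signal of 40% or more relative to plate controls, in a single-dose primary screen at 18.75 µM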
NR2E3 ag-2: NR2E3 agonists in two-hybrid cells, primary screen, cell-based, luminescence, CHO-S, Gal4-NCOR/VP16-NR2E3; Photoreceptor-specific nuclear receptor (Homo sapiens), Q9Y5X4; luciferase; inhibition of corepressor binding, % at 3.98 µM; 360,000 tested, 0.35% active; AID 602229, 2012;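 active = inhibition above the mean of all tested compounds plus 3 SD, cut at about 70% in these data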;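 also: 0% = DMSO with NR2E3 transfected cells and 100% = cells lacking NR2E3 construct; higher means lower luciferase signal from less NR2E3 corepressor binding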
CaV13 FRET inh: Primary screen for inhibitors of IQ motif and Ca2+-dependent inactivation inhibitor domain binding in CACNA1D, Förster resonance energy transfer in living cells, … | HEK cells, CFP/YFP FRET ICDI-IQ, plate reader, 10 min; percent FRET-ratio fall versus neutral wells | inhibition, % at 12.3 µM | 340,000 tested, 0.098% active | AID 743397;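 active = mean replicate inhibition of at least 30% and at least 1% of replicates passing that level; inconclusive = only one of the two criteria is met; inactive = neither criterion is met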;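 also: 0% = median of the neutral control wells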
PDI turbidity: inhibitors of human PDI, primary screen, biochemical, turbidity, single point, plate reader | Protein disulfide-isomerase (Homo sapiens), P07237 | inhibition, % at 10 µM | 350,000 tested, 0.052% active | PDI insulin aggregation turbidity, A650, 90 min | AID 588391, 2011;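 active = mean inhibition across replicates of 30% or more, whatever share of single replicates reach that level; inconclusive = mean inhibition below 30% while every single replicate reaches 30%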;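 also: absorbance from insulin aggregation driven by PDI reduction with DTT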
Target sequence (P07237 whole entry, looked up): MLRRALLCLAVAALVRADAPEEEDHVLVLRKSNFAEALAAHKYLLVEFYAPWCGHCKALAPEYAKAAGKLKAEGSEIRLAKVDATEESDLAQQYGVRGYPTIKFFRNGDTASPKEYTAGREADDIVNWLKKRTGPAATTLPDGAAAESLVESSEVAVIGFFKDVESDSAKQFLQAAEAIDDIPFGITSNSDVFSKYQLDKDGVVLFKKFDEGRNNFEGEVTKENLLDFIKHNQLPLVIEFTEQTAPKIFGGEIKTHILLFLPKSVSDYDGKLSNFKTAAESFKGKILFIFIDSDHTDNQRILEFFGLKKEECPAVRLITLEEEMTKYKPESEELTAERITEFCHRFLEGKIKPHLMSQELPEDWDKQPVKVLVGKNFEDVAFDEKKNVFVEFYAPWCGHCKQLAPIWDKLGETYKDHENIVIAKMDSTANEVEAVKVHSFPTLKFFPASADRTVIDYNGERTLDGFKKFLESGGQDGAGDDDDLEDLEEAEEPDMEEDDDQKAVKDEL
Granule exo inh: LAMP-1 surface exposure blockers, TALL-104 cells – cell-based, flow cytometry, MLPCN library, primary screen; TALL-104 LAMP-1 surface exposure; cells stimulated with thapsigargin and PMA; inhibition, % at 10 µM; 360,000 tested, 0.66% active; AID 651702, 2012;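 active = inhibition above about 55%, limit read from the data; inconclusive = no clear call, values can overlap the other calls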
MITF TRPM1 inh: inhibitors of MITF-dependent TRPM1 promoter reporter, primary screen, cell-based, SK-MEL-5, single point, luciferase; 330,000 tested, 0.83% active; inhibition, % at 12.5 µM; SK-MEL-5 TRPM1 promoter luciferase, 24 h; AID 488899, 2010;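 active = mean inhibition across replicates of 60% or more, whatever share of single replicates reaches that level; inconclusive = some that reach 60%, reason not given; inactive = mean inhibition across replicates below 60%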; also: values of inactives mirror those of a sister screen read the other way
* marks the source's active call; other numbers are inactive results; u = inconclusive; x = no result given.

SMILES	Peg3 promoter	iPSC survival up	aDG glyco up	Vif imaging	NR2E3 ag-1	HIF-2a block	NR2E3 ag-2	CaV13 FRET inh	PDI turbidity	Granule exo inh	MITF TRPM1 inh
CC(OC(=O)CN1C(=O)c2ccccc2C1=O)C(=O)NC1CCCCC1 (stereo not given)	-7	-0.6	0.0	-2	2	5	2	-3	-20	-6	-1
Cc1cc(C)c(N(C(=O)Cn2nnc3ccccc32)C(C(=O)NC(C)(C)C)c2ccsc2)c(C)c1 (stereo not given)	30	-1.2	0.9	-3	0	23	4	x	-56	-1	0
O=C1/C(=C/c2ccncc2)SC(=S)N1Nc1ccccc1	9	-0.7	0.1	2	-3	19	27	-5	-10	61*	x
O=C(O)c1cc(S(=O)(=O)N2CCCCC2)sc1Cl	28	3.6	-0.2	-6	1	13	9	-5	0	-2	-13
c1ccc(-n2cnnc2SCc2cn3cccnc3n2)cc1	14	8.1	-0.2	-5	1	2	-4	x	12	1	1
COc1ccc(NC(=O)CCc2nnc3ccc(N4CCC(C)CC4)nn23)cc1	-11	0.0	0.0	-6	-3	2	2	-2	7	-14	8
CCOC(=O)C1CCN(C(=O)CNC(=O)c2nn(-c3ccc(OC)c(OC)c3)c(=O)c3ccccc23)CC1	-34	-0.4	-0.1	12	3	-33	-6	-7	2	-5	-11
Cc1cc(S(=O)(=O)Nc2ccc(C(=O)NCCCN3CCOCC3)cc2)ccc1F	1	-0.1	0.0	3	4	6	-7	-5	8	-6	8
CCOc1ncccc1C(=O)OCc1ccc(C#N)cc1	3	1.7	0.2	x	-2	11	16	-5	-4	3	18
CCCc1cc(=O)oc2cc(OCc3cccc(OC)c3)c(Cl)cc12	25	3.3	-0.3	6	5	4	-25	-7	-3	-1	-14
COc1cc(OC)cc(-c2c(C#Cc3ccsc3)c3cc(-c4ccc(OC)cc4F)ccc3n2C)c1	6	3.7	-0.2	7	x	9	0	-13	-5	-3	5
NC(=O)COC(=O)c1ccc(S(=O)(=O)N2CCCCCC2)cc1	10	-0.4	0.0	4	2	8	1	-7	-22	2	2
CCOC(=O)N=S(N)(=O)c1ccc(Cl)cc1 (stereo not given)	-16	-1.9	-0.2	1	2	13	0	-3	-2	1	5
Cc1ccc(S(=O)(=O)N2[C@@H](c3cccc(Cl)c3)C(C(=O)OC(C)(C)C)=CC[C@H]2c2cccc(Cl)c2)cc1	11	-1.3	-0.2	6	x	8	3	-7	x	2	x
COc1ccc(CNC(=O)Nc2cccc(C)c2)cc1	-154	-0.6	-0.1	x	1	-190	-52	-6	6	-2	-67
O=C(CNC(=O)C1(c2ccccc2)CC1)Nc1ccc(F)c(F)c1	16	0.7	0.3	-4	0	1	2	-4	-2	1	3
CN(C)c1nc(-c2ccccc2)ns1	-32	0.1	-0.1	30	-1	-50	-38	-2	3	-5	-34
COc1cccc(CC2(CO)CCCN(Cc3ccc(C)s3)C2)c1 (stereo not given)	6	2.7	0.7	1	4	17	-8	-2	-6	0	-7
CC1(C)Cc2nc3oc4c(=O)n(CC(=O)Nc5ccc(Cl)cc5)cnc4c3cc2CO1	22	-0.6	-0.1	-7	3	11	-22	-6	-6	6	1
COc1ccc(NC(=S)NC(=O)c2ccc3c(c2)OCCO3)cc1	-403	0.5	-0.4	-1	x	-282	-44	-2	3	-2	-63
COc1cc(OC)cc(C(=O)NNC(=O)c2ccc(S(=O)(=O)N(C)c3ccccc3OC)cc2)c1	21	-0.2	0.0	5	-2	19	-17	2	10	-1	-5
O=C(c1ccco1)N1C(=O)c2cccc3cccc1c23	-7	2.3	0.2	11	-1	6	-13	-2	-3	-5	7
COc1ccc(OC)c(/C=N/NC2=NS(=O)(=O)c3ccccc32)c1	-2	0.0	-0.1	0	-2	12	-18	-19	5	-1	-11
O=C1N/C(=C/c2cccn2-c2ccc(F)cc2)C(=O)N1Cc1ccccc1	23	-0.8	-0.3	3	2	5	16	-14	-8	-2	8
CCOc1ccc(OCC)c(NC(=O)CCCN2C(=S)NC(C)(C)CC2C)c1 (stereo not given)	20	-1.4	0.0	-5	6	13	0	-5	-10	2	6
(list continues)
SMILES	Peg3 promoter	iPSC survival up	aDG glyco up	Vif imaging	NR2E3 ag-1	HIF-2a block	NR2E3 ag-2	CaV13 FRET inh	PDI turbidity	Granule exo inh	MITF TRPM1 inh
CC1(OC(=O)CCc2ccccc2)C(=O)C=C2C=C(c3ccc(C#N)cc3)N(Cc3ccco3)C=C2C1=O (stereo not given)	-57	0.0	0.5	-2	2	10	-58	-5	2	13	-19
CCOc1ccccc1OCCC(=O)OCC(=O)c1ccc[nH]1	-1	1.0	-0.2	5	4	9	-30	-2	0	1	-3
N#Cc1cc2c(nc1SCc1ccccc1)CCCC2=O	-40	0.1	0.0	7	1	-72	-24	-5	3	-5	-1
Cc1nc(-c2ccc(Cl)cc2)sc1C1(C)CC(c2cccc(Cl)c2)=NO1 (stereo not given)	-95	-2.3	0.0	1	1	-85	-24	-10	8	6	-35
Cc1cccc(C2c3[nH]c4ccccc4c3CCN2C(=O)c2cn(C)c3ccccc3c2=O)n1 (stereo not given)	8	0.8	-0.3	x	2	16	-6	3	5	-4	11
Cc1ccc(NC(=O)CSc2nnc(-c3cccs3)n2Cc2ccco2)cc1	-5	-3.2	0.1	-1	0	-15	5	-8	10	-6	1
CN(CC(=O)Nc1ccccc1C(F)(F)F)C(=O)CN1C(=O)C2CCCCC2C1=O (stereo not given)	12	-0.2	-0.2	14	3	8	-14	-5	9	-3	6
O=C(CN1C(=O)c2ccccc2C1=O)NCCOc1ccccc1	9	-0.3	0.0	-4	4	10	-18	-4	4	3	9
Cc1c(Nc2cc(Cl)c3nonc3c2[N+](=O)[O-])c(=O)n(-c2ccccc2)n1C	105*	33*	-0.4	-9	x	98*	9	-9	3	8	102*
COc1ccccc1CNC(=O)C(c1ccccc1)c1ccccc1	6	2.9	0.1	10	1	9	-14	-20	0	-4	8
CN(C(=O)C1CCCO1)c1nnc(-c2ccncc2)s1 (stereo not given)	-14	0.2	-0.2	6	1	1	-4	x	1	0	6
N#Cc1c(-c2ccccc2)nc(SCC(=O)NC2CCCCC2)[nH]c1=O	12	0.0	0.3	-9	5	3	4	-5	-5	0	6
COc1cc([N+](=O)[O-])ccc1NC(=O)Nc1ccc(C(=O)N2CCCC2)cc1	-3	1.1	0.0	-4	1	-4	-32	-2	-2	-1	0
COc1ccc(S(=O)(=O)N/N=C\c2ccc3c(c2)OCO3)cc1	6	4.7	-0.1	1	0	7	-37	-9	4	0	2
Fc1ccccc1-c1csc(=Nc2cccnc2)n1CC1CCCO1 (stereo not given)	-4	-1.5	0.4	x	-4	-27	-5	-5	-7	-4	5
NC1=C(Cl)C(=O)c2ccc(S(N)(=O)=O)cc2C1=O	110*	-5.6	-0.2	0	x	97*	72*	-6	6	-4	96*
Cc1ccc(OCC(=O)Nc2cccc(S(=O)(=O)N3CCCCC3)c2)c([N+](=O)[O-])n1	22	0.7	0.0	2	0	18	-14	-5	-5	3	-6
Cc1cc(Br)cn2c(Cc3ccccc3C(F)(F)F)c(-c3ccc(Cl)cc3)nc12	x	-0.9	0.1	x	x	-2	-9	-4	x	-7	x
O=C(NCc1cccs1)C(=O)NCC1OCCCN1S(=O)(=O)c1cccs1 (stereo not given)	22	1.7	-0.2	7	4	3	-9	3	9	-15	0
Cn1c(N)c(C(=O)COC(=O)COc2ccc3ccccc3c2)c(=O)n(C)c1=O	7	-0.6	-0.1	-4	4	3	-32	-7	-1	-2	-6
Clc1ccc(-c2ccnc(Oc3ccc4ccccc4c3)n2)cc1	30	-1.8	-0.1	3	2	9	-18	x	2	0	-4
CCOC(=O)/C=C/C(=O)OCC(=O)Nc1ccc([N+](=O)[O-])cc1	-2	0.7	0.1	-3	4	-3	-24	5	1	-2	6
O=C(NCCc1ccc(OC(F)F)cc1)C1CC(=O)N(c2ccc3c(c2)OCCO3)C1 (stereo not given)	21	-0.4	-0.2	u	4	12	-7	-4	-1	2	-3
N#Cc1ccccc1COC(=O)c1cccc(S(=O)(=O)N2CCCC2)c1	4	2.1	0.0	-1	x	5	-6	-6	-50	0	-6
CC(C)CC(O)C1CCN(C(=O)CCc2nnc(-c3ccccc3)o2)CC1 (stereo not given)	4	1.0	0.3	5	-1	-25	-26	-6	-3	5	2
New compounds follow
SMILES	Peg3 promoter	iPSC survival up	aDG glyco up	Vif imaging	NR2E3 ag-1	HIF-2a block	NR2E3 ag-2	CaV13 FRET inh	PDI turbidity	Granule exo inh	MITF TRPM1 inh
O=C(Nc1nnc(-c2ccco2)s1)C1CCCCC1	-232	3.4	0.0	1	0	-241	-5	-5	2	0	-71
Cn1cccc1Cc1nnc(SCC(=O)NCc2ccc(F)cc2)n1-c1ccc(F)cc1	13	3.1	-0.2	-3	2	2	-26	-2	x	-4	x
C[N+](C)(C)CC=O	-5	-1.5	0.1	-7	2	-6	-4	-5	3	-2	12
CCCn1c(SCC(=O)Nc2cc(S(=O)(=O)N(C)C)ccc2OC)n[nH]c1=O	6	-0.4	0.1	1	0	9	-6	-8	3	3	0
Cc1cc(NC(=O)CCC(=O)N(CC(=O)NC2CCCC2)c2ccc(C)c(F)c2)no1	10	-0.3	-0.1	-3	5	19	-6	-4	-1	-3	1
C=CCOc1ccc(/C=C2\SC(=S)N(NS(=O)(=O)c3ccccc3)C2=O)cc1	19	0.3	-0.1	-15	-1	-3	-14	-5	3	-5	5
O=C(c1ccc2c(c1)OCO2)C1CCCN(C(=O)c2cnn(Cc3ccccc3)c2)C1 (stereo not given)	-36	0.4	0.0	-3	-2	-81	-35	-3	-5	-1	-5
CCOc1ccccc1C1C(C(=O)Nc2ccccc2OC)=C(C)Nc2nc(CCCO)nn21 (stereo not given)	-1	3.9	0.0	x	3	12	13	-7	5	-2	x
